Screening data (PubChem BioAssay)
Rtt109 Vps75: blocks Candida albicans Rtt109/Vps75 acetyltransferase activity; Q5AAJ8; purified Rtt109/Vps75, ThioGlo CoA-SH fluorescence, 4 h; inhibition, % at 34.9 µM; hit rate 0.16% among 330,000; AID 540336;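 active means inhibition of at least 50% in every replicate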
Target sequence (Q5AAJ8 whole entry, looked up): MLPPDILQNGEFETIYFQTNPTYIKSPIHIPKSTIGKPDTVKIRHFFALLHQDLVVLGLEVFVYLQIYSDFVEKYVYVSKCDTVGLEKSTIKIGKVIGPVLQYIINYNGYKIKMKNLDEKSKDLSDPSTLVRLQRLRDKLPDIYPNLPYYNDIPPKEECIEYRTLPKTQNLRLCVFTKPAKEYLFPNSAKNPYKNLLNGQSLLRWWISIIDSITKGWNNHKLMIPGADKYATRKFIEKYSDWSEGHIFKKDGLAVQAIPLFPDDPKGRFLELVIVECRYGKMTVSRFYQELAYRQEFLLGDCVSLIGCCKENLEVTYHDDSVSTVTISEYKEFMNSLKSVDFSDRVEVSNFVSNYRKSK
CDK5 p35 inh: blocks human CDK5/p35 kinase activity | Q00535+Q15078 | inhibition, % at 10 µM | Recombinant CDK5/p35, ADP-Glo luminescence, 60 min | hit rate 0.01% among 330,000;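 active means highest replicate inhibition of at least 50% and at least 75% of replicates reaching 50%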;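 further: plate controls were DMSO neutral control for no effect and GW8510 at 10 µM for full effect; many of its hits are not listed in these tables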
Target sequence (Q00535 whole entry, looked up): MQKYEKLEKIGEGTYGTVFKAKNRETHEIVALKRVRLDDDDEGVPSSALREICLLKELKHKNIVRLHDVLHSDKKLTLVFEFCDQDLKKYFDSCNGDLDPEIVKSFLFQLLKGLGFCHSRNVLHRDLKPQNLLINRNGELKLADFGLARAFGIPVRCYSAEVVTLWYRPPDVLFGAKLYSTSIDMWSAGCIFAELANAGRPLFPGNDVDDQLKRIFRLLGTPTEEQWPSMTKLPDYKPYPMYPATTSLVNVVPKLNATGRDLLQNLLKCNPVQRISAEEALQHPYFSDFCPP
Target sequence (Q15078 whole entry, looked up): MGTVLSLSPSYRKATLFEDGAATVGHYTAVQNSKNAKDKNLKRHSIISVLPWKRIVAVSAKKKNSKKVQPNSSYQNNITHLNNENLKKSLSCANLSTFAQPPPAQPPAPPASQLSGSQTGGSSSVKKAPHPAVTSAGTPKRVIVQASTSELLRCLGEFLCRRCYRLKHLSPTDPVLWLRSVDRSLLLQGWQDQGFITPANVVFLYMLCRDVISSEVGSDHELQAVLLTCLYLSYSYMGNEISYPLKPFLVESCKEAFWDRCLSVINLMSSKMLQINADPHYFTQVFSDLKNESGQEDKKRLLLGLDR
HTR5A ag: HTR5A agonism, opioid heterodimer counter-screen; P47898; HTR5A agonist assay, luminescence, cell-based; activation, % at 9.3 µM; hit rate 0.61% among 340,000; AID 504692; in the data active means activation mostly above about 9.5%, no sharp cut-off; inactive means mostly below about 7.6%;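 further: 0% = cells with vehicle only and 100% = reference agonist; strong numbers were not always called active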
SR-BI DiI inh: blocks mouse SR-BI lipid uptake from DiI-HDL | Q61009 | ldlA[mSR-BI] CHO cells, DiI-HDL uptake fluorescence, 3 h | inhibition, % at 12.5 µM | hit rate 0.96% among 320,000 | AID 488896;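 active means mean replicate inhibition of at least 70% and a set share of replicates each scoring 70 or more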;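 further: 0% = median of neutral control wells and 100% = median of positive control wells; values of inactives mirror those of a sister screen read the other way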
MITF TRPM1 HTS: activators of MITF-driven TRPM1 promoter activity in SK-MEL-5 cells. SK-MEL-5 TRPM1-promoter luciferase, 24 h; % of positive control, neutral wells = 0. activation, % at 12.5 µM. hit rate 0.75% among 300,000. AID 588334;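 active means mean activation of at least 80% with every replicate also reaching 80%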;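 further: 0% = neutral control wells and 100% = parthenolide positive control wells; values of inactives mirror those of a sister screen read the other way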
Wnt act: activates Wnt/beta-catenin signaling in a reporter cell assay | activator, plate reader | activation, % at 9.35 µM | hit rate 1.2% among 300,000; in the data active means activation above about 30%, passing the limit was not always enough;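 further: 0% = neutral control wells and 100% = positive control wells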
dFosB act: mouse delta FosB homodimer activation. AID 493131. hit rate 0.99% among 340,000. purified delta FosB, TAMRA-CDK5 oligo fluorescence polarization; percent of positive-control signal above neutral wells. P13346. activation, % at 25 µM;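 active means mean activation above about 17%, with every replicate also reaching it, limit read from the data, passing the limit was not always enough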;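 further: fluorescence polarization rise as delta FosB binds a TAMRA Cdk5 AP-1 oligo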
PvdQ inh: blocks Pseudomonas aeruginosa PvdQ acylase activity; purified PvdQ acylase, fluorescence plate reader; inhibition, % at 10 µM; hit rate 0.063% among 340,000; AID 488965; in the data active means inhibition above about 30%, passing the limit was not always enough;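 further: 0% = vehicle neutral wells and 100% = reference inhibitor wells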
cardiac RTF act: cardiac RTF calcium sensitization; activation, % at 7.2 µM; AID 493008; P19429+P45379; hit rate 0.24% among 340,000; IANBD-labeled TnC RTF fluorescence at EC20 calcium; 0% EC20 calcium, 100% full calcium;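 active means activation above the mean over all tested compounds plus 3 SD, cut at about 30% in these data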;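 further: rise in fluorescence read as greater calcium sensitivity of cardiac thin filaments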
SR-BI DiI-HDL act: enhances SR-BI lipid uptake from DiI-HDL | CHO ldlA[mSR-BI] cells, DiI-HDL uptake fluorescence, 3 h; 100 = double the neutral-control signal | activation, % at 12.5 µM | hit rate 0.096% among 320,000 | AID 504775;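 active means mean replicate activation of at least 60% and every replicate at or above 60%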;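 further: 0% = median plate neutral-control signal and 100% = twice that signal; values of inactives mirror those of a sister screen read the other way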
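Assay system: CHO ldlA[mSR-BI] cells, LDL receptor-null, SR-BI overexpressing; medium: Ham's F12 with 0.5% BSA, HEPES 25 mM, pH 7.4; also added: DiI-HDL 10 µg/mL; timing: 3 h uptake period with compound, 37 °C; signal: DiI fluorescence, bottom read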
Active calls of the source: *; · = not tested or not shown.

mol,MITF TRPM1 HTS,dFosB act,CDK5 p35 inh,SR-BI DiI-HDL act,HTR5A ag,cardiac RTF act,Rtt109 Vps75,SR-BI DiI inh,PvdQ inh,Wnt act
CN(C)c1ccc(/C=N/N(CCO)C2=NS(=O)(=O)c3ccccc32)cc1,9,0,-2.8,-2,0,316*,-20,2,-6,0
Cc1ccc(CCN2CC(C(=O)NCCCN3CCOCC3)CC2=O)cc1 (stereo not given),14,-5,1.1,12,-3,14,-3,-12,-8,·
Cc1ccc(C(=O)Nc2cc3ccccc3oc2=O)cc1,-91,8,4.2,1,6,0,-14,-1,-9,-10
O=C(/C=C/c1ccccc1)Oc1cccc2cccnc12,-16,-12,-0.3,-28,-2,4,3,28,-21,1
O=C(CCN=C1NS(=O)(=O)c2ccccc21)OCc1c(F)c(F)c(F)c(F)c1F,-11,-1,1.1,-20,0,-3,4,20,-8,5
CC12CC(O)C3C(CCC4=CC(=O)CCC43C)C1CCC2=CCO (stereo not given),3,7,0.0,-6,0,3,-9,6,17,0
O=C(Nn1cnc2ccccc2c1=O)c1cccc(Cl)c1,-1,-8,-0.5,11,-4,-4,0,-11,-13,-3
Cc1sc2ncnc(N3CCN(C(=O)c4ccco4)CC3)c2c1C,-8,6,-0.1,-24,4,-2,-2,24,-3,-4
COc1ccccc1C(=O)O/N=C(\N)c1ccccn1,·,-3,2.3,-11,-2,0,-4,11,-11,54*
Cc1ccccc1-n1c(C)nnc1SCC(=O)N(C)C1CCS(=O)(=O)C1 (stereo not given),9,-6,-1.4,7,2,3,-11,-7,-12,8
CC(C)(C)N1C(=O)[C@H]2[C@@H](c3ccc(Br)cc3)N3C(=O)N(c4ccccc4)C(=O)[C@@]3(C)[C@H]2C1=O,-17,-10,-0.1,19,3,1,26,-19,-11,0
O=C(Cn1nnc(-c2ccccc2F)n1)NCc1ccco1,0,5,-0.8,14,-2,3,-6,-14,-4,1
CCOc1ccc(N2CC(C(=O)N3CCCC3)CC2=O)cc1 (stereo not given),·,0,-5.6,·,-3,2,13,·,-15,0
CNC(=O)c1[nH]nc2c1CCc1ccccc1-2,-5,-12,-1.0,20,2,4,·,-20,-8,-1
CCN(c1ccc(OC)cc1)S(=O)(=O)N1CCCC(C(=O)NCc2cccc(C)c2)C1 (stereo not given),-5,-13,1.3,-20,-2,12,1,20,-8,-2
C=CC(=O)NCCCc1cc(C(C)(C)C)c(O)c(C(C)(C)C)c1,-15,-10,-0.5,-44,1,0,16,44,-5,1
Cc1cc(C)n(C(C[N+](=O)[O-])c2ccc(Cl)cc2)n1 (stereo not given),-34,3,1.0,·,2,5,11,·,-15,·
COc1ccccc1N1CCN(S(=O)(=O)c2ccc(Cl)s2)CC1,5,-6,0.1,-5,2,2,-21,5,-10,-3
O=C(Nc1nnc(C2CC2)s1)c1ccc(Cl)nc1,46,-2,-3.4,21,4,4,3,-21,-11,34*
CCOC(=O)N1CCC(NC(=O)c2ccc(CS(=O)(=O)c3ccc(OC)cc3)o2)CC1,0,-12,2.5,11,2,6,5,-11,2,-1
CN(C)CCCNC(=O)/C(=C/c1ccc(-c2ccc([N+](=O)[O-])cc2)o1)NC(=O)c1ccccc1,·,2,-0.2,9,-1,11,9,-9,10,0
CCCCn1c(N)c(N(CCOC)C(=O)CCN2C(=O)C3CC=CCC3C2=O)c(=O)[nH]c1=O (stereo not given),0,-4,-0.1,27,-4,-1,-9,-27,-9,-3
COc1cccc(NC(=O)Nc2ccccc2SC)c1,9,-3,-0.9,-54,4,4,-3,54,-12,18
COc1ccc(C2CC(=O)C(C=NCCN3CCN(C(=S)Nc4ccccc4)CC3)=C(O)C2)cc1 (stereo not given),·,-6,0.3,-3,7,-1,14,3,22,1
CC1CCCCC12NC(=O)N(CC(=O)Nc1cccnc1Cl)C2=O (stereo not given),2,1,4.3,10,1,3,-1,-10,9,4
COCCCNc1ncnc2sc3c(c12)CCC(C)C3 (stereo not given),19,3,2.9,-43,7,1,-4,43,9,-1
Cc1cc(OC(C)C(N)=O)nc(-c2ccccc2)n1 (stereo not given),-4,-13,-1.8,24,3,1,4,-24,-6,39*
OCCCn1c(C2CCCN2c2nc(-c3ccc(F)cc3)cs2)nc2cc(C(F)(F)F)ccc21 (stereo not given),-13,-8,0.6,-31,-1,-4,9,31,-11,-6
O=C(CSc1nnc(Cc2ccc(Cl)cc2)o1)Nc1ccccc1,2,-12,-1.0,·,3,-2,2,·,-9,6
CCN(CCCC(=O)c1ccc(F)cc1)CCc1ccccc1,-1,-5,-1.9,5,1,-1,-7,-5,-15,-1
COc1cccc(C(c2sc3ncnn3c2O)N2CCc3ccccc3C2)c1 (stereo not given),·,-9,-0.3,-16,7,4,5,16,-39,0
COc1ccc(OC)c(NC(=O)CSc2nnc(C)n2Cc2ccccc2)c1,-20,-4,-1.3,10,8,9,23,-10,0,-7
Cc1cc(C)nc(NS(=O)(=O)c2ccc(NC(=S)NC(=O)C(C)C)cc2)n1,-2,-1,0.0,21,1,1,16,-21,5,·
CCCc1cc(C(=O)Nc2ccc(Cl)cn2)cs1,34,-13,-3.6,-19,6,0,-2,19,-2,39*
CCN(c1ccccc1)S(=O)(=O)c1nnc(NC(=O)C(C)C)s1,10,2,-2.0,-11,-3,-2,8,11,9,-1
CS(=O)(=O)N(CC(=O)N1CCOCC1)c1ccccc1,1,2,1.3,6,-3,-2,-4,-6,-10,-1
CC(C)Oc1ccc(C2CC(=O)N(c3cccc(C(=O)O)c3)C2=O)cc1 (stereo not given),23,5,0.8,2,9,-2,9,-2,-4,11
CCc1ccc(N(CC(=O)NC)S(C)(=O)=O)cc1,·,1,-0.1,5,-1,9,-10,-5,7,·
Cc1ccc2ncnc(Nc3ccc(C)c(C)c3)c2c1,-1,-13,0.0,-41,-4,-3,-6,41,-5,2
COc1ccccc1/C=C/c1nc2ccccc2c(=O)o1,·,-14,0.0,33,7,-9,5,-33,4,-3
Cc1ccc(-n2nc(C(=O)N3CCOCC3)cc2-c2ccc(Cl)cc2)cc1,-5,0,0.8,8,3,3,7,-8,0,·
CCOCCn1c(N2CCN(c3ccccc3)CC2)nc2c1c(=O)n(C)c(=O)n2C,16,-5,-0.5,-7,1,12,-6,7,-9,-8
CCC(=O)Nc1ccccc1-c1nc2ccccc2[nH]c1=O,-17,4,0.3,9,2,-2,-1,-9,-3,3
Oc1ccc(NCc2cccc(OCc3ccccc3)c2)cc1,2,-34,-1.7,-15,7,0,·,15,-10,7
CC(C(=O)N1c2ccccc2Sc2ccccc21)n1nnc(-c2cccs2)n1 (stereo not given),-2,-4,1.5,-16,-5,5,-1,16,-12,·
COc1ccc(C2=NN(C(=O)c3ccccc3)C(c3ccc(OC)c(OC)c3)C2)c(O)c1 (stereo not given),·,1,1.7,0,0,-5,1,0,4,-1
O=C(COc1ccc2c3c(c(=O)oc2c1)CCCC3)NCc1ccccn1,3,-13,2.4,2,11,-2,-4,-2,-5,1
Cc1c(Cl)cccc1N(CC(=O)NC(C)c1ccccc1)S(C)(=O)=O (stereo not given),12,-5,-0.2,4,6,0,9,-4,-5,1
CCN1CC(CN(C)Cc2nc(-c3ccc(OC)c4ccccc34)oc2C)CC1=O (stereo not given),-6,-9,0.8,-12,0,3,-10,12,-12,-2
COC(=O)C(=O)C1CCc2c(Cl)cc(OC)c(OC)c2C1=O (stereo not given),-10,-5,-0.5,-5,-3,-7,-3,5,-13,-1

(more compounds)
mol,MITF TRPM1 HTS,dFosB act,CDK5 p35 inh,SR-BI DiI-HDL act,HTR5A ag,cardiac RTF act,Rtt109 Vps75,SR-BI DiI inh,PvdQ inh,Wnt act
CNC(=O)COC(=O)c1ccc(NC(=O)CC#N)cc1,·,-3,0.0,5,5,9,-1,-5,-15,·
COc1ccccc1OCc1nnc(SCC(=O)Nc2nnc(C3CC3)s2)n1C,8,6,-1.7,·,3,-2,0,·,6,3
Nc1ccc(C(=O)N/N=C/c2sc(N3CCOCC3)nc2-c2ccccc2)cc1,6,-17,1.2,-27,2,-1,-5,27,-8,·
N/C(=N\OC(=O)COc1ccc(Cl)cc1Cl)c1cccnc1,142*,24*,-0.7,-16,2,5,0,16,12,30
CCc1nnc(NC(=O)CSc2nccn2-c2cccc(C)c2)s1,·,-4,5.7,2,2,-3,11,-2,12,-1
NS(=O)(=O)c1cc2c(cc1Cl)NCNS2(=O)=O,-11,-4,-0.2,11,-2,3,-1,4,-7,-5
O=C(C1CCC(=O)N(C2CCCC2)C1)N1CCN(c2ccccc2Cl)CC1 (stereo not given),4,-8,1.0,3,0,-5,-2,-3,8,-1
OCCCNc1ncnc2sc3c(c12)CCN(Cc1ccccc1)C3,2,5,5.9,18,-3,7,-3,-18,7,2
CCC1CCCCN1C(=S)Nc1cccc(S(=O)(=O)N(C)C)c1 (stereo not given),-2,2,-1.2,10,0,3,18,-10,-2,-2
O=C(NC1CCCCCC1)c1c(O)nc2sccn2c1=O,8,-6,1.0,10,7,-11,-4,-10,-9,2
Nc1cc(C(=O)O)ccc1Sc1ccccc1C(=O)O,-9,-5,-2.9,21,1,2,4,-21,-9,-1
O=c1c2ccccc2nnn1-c1ccccc1,9,-5,-1.5,356*,0,-4,-1,-356,0,14
COc1ccccc1NC(=O)NNC(=O)CN1C(=O)COc2ccccc21,-3,-8,0.1,8,7,-3,-23,-8,-7,-1
CC1(C)CC(=O)C=C(NNC(=O)OC(C)(C)C)C1,-2,9,-0.6,-4,1,-1,2,4,1,0
CC(C)C(OC(=O)c1cc2sccc2n1C)C(=O)NCC1CCCO1 (stereo not given),-1,4,-3.7,-27,4,7,·,27,-2,·
O=C(N/C(=C/c1ccco1)C(=O)N1CCOCC1)c1cccs1,6,3,-0.2,34,1,-1,-4,-34,-11,-1
COc1ccc(-n2c(=O)cc(N3CC(C)OC(C)C3)[nH]c2=O)cc1 (stereo not given),-1,9,0.3,-11,4,-1,-4,11,-16,·
CSc1cccc(NC(=O)C2C3C=CC4(O3)C2C(=O)N(CCCN2CCOCC2)C4C(=O)NC2CCCCC2)c1 (stereo not given),0,-6,-1.7,·,-1,-1,5,·,-11,-3
Cc1ccc(Cl)cc1N1CCN(S(=O)(=O)c2cc3c(cc2C)NC(=O)CO3)CC1,·,-5,-1.5,-23,3,1,6,23,-4,1
CN1C[C@@H]2[C@@H]3C(=O)N(C)C(=O)[C@@H]3[C@](C)(C1=O)N2C(=O)c1ccc(Br)cc1,11,5,-0.9,5,6,-1,0,-5,-8,-1

Pulled by structure from above, two records:
mol,MITF TRPM1 HTS,dFosB act,CDK5 p35 inh,SR-BI DiI-HDL act,HTR5A ag,cardiac RTF act,Rtt109 Vps75,SR-BI DiI inh,PvdQ inh,Wnt act
CC(C)C(OC(=O)c1cc2sccc2n1C)C(=O)NCC1CCCO1 (stereo not given),-1,4,-3.7,-27,4,7,·,27,-2,·
Nc1cc(C(=O)O)ccc1Sc1ccccc1C(=O)O,-9,-5,-2.9,21,1,2,4,-21,-9,-1
